UBC13 inh – inhibitors of human UBC13 polyubiquitin chain formation. P61088. inhibition, % at 20 µM. actives 0.47% (n = 330,000). TR-FRET. AID 485273; in the data active = inhibition above about 45%, passing the limit was not always enough
Target sequence (P61088 whole entry, looked up): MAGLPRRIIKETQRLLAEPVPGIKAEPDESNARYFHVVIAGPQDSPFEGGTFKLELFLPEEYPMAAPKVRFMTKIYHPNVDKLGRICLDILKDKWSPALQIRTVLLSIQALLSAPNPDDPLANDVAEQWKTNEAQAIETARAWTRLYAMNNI
SENP8 inh – inhibitors of human SENP8 protease | Q96LD8 | purified SENP8, Z-RLRGG-aminoluciferin cleavage, luminescence | inhibition, % at 10 µM | actives 1.2% (n = 330,000)
Jurkat NFkB inh – inhibitors of the PMA/ionomycin-induced NF-kB reporter in Jurkat cells; PMA/ionomycin-induced NF-kB luciferase reporter, luminescence; actives 0.53% (n = 330,000); inhibition, % at 4 µM
CCR6 antag – antagonists of human CCR6 receptor; CHO-K1 CCR6 PathHunter beta-arrestin, luminescence, CCL20-stimulated; inhibition, % at 20 µM; actives 0.49% (n = 340,000); P51684; AID 493098;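 active = compounds whose inhibition of the agonist-driven luminescence signal at 20 µM reaches about 50%, limit read from the data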;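 also: cells stimulated with CCL20 at 14 nM final; plate controls were DMSO with CCL20 for no effect and DMSO without agonist for full effect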
Target sequence (P51684 whole entry, looked up): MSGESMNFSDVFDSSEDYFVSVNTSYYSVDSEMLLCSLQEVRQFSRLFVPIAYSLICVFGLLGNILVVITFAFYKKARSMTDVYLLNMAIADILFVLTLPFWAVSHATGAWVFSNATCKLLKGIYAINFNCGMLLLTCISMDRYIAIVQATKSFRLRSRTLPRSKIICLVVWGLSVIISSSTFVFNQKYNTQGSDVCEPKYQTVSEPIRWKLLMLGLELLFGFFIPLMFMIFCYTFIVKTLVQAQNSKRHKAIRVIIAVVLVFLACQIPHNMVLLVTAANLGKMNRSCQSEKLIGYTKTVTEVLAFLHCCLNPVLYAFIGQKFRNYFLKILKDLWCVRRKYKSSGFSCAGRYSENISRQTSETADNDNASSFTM
Gli-Sufu block – antagonists of Gli-Sufu signaling. Sufu-KO-LIGHT fibroblasts, Gli luciferase reporter luminescence. inhibition, % at 5 µM. actives 0.74% (n = 340,000). AID 588413;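 active = inhibition above about 55%, limit read from the data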;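 also: 0% = DMSO-treated cells and 100% = wells with medium but no cells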
697 NFkB inh – inhibitors of the PMA/ionomycin-induced NF-kB reporter in 697 B cells; 697 B-cell NF-kB luciferase reporter, 16 h; inhibition, % at 4 µM; actives 0.33% (n = 330,000); in the data active = inhibition above about 35%
Apaf-1 inh – human Apaf-1 inhibition | actives 0.71% (n = 330,000) | inhibition, % at 20 µM | reconstituted apoptosome caspase-3 activity, DEVD-Rh110 fluorescence | AID 489030; active = inhibition of at least 40% at 20 µM;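 also: plate controls were DMSO wells for no effect and DEVD-CHO caspase inhibitor wells for full effect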
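Material: reconstituted apoptosome with Apaf-1, cytochrome c, caspase-9, procaspase-3, dATP. Technique: Rh110 fluorescence intensity. Buffer or medium: pH 7.5 Hepes buffer with CHAPS, BSA, DTT. Times: 30 min plus 50 min, RT.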
EBI2 antag – blocks human EBI2 receptor beta-arrestin signaling; P32249; EBI2 beta-arrestin recruitment, luminescence, 7a,25-OHC stimulated; inhibition, % at 5 µM; actives 0.81% (n = 360,000); AID 651636; in the data active = inhibition above about 38%;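 also: enzyme fragment complementation signal reports receptor beta-arrestin coupling in cells; 0% = agonist plus DMSO wells and 100% = wells without agonist; some results beyond the cut were filed as inactive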
Target sequence (P32249 whole entry, looked up, the tested form may be a part): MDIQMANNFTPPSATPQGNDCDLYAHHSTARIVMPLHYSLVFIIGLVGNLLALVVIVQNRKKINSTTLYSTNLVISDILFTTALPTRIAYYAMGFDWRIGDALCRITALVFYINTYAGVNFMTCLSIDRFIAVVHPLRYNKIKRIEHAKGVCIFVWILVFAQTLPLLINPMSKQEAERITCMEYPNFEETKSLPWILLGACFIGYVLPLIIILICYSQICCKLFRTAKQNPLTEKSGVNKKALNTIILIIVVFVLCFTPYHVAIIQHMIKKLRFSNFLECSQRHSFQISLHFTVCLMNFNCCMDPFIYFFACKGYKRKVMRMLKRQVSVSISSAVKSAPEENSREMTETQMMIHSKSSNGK
Numbers without * were called inactive; . = no result given; & = joins results of further samples. Rule as the data show it, unless noted: active = inhibition above about 50%; inactive = the rest.

Start of the data: the first 6 records as a preview:
1	CCC(=O)NC(Nc1cccc(C)n1)(C(F)(F)F)C(F)(F)F
2	O=S(=O)(c1ccc(OCC(O)CNC23CC4CC(CC(C4)C2)C3)c(Cl)c1)N1CCOCC1 (stereo not drawn)
3	C=CCNC(=S)N/N=C/c1ccc(-c2cc(Cl)ccc2Cl)o1
4	O=C(O)c1ccccc1C(=O)c1ccc(Br)s1
5	O=C(Cn1[nH]c(=O)c2ccccc2c1=O)OCC(=O)N(Cc1ccccc1)Cc1ccccc1
6	Cn1c(=O)n(CC(=O)O)c(=O)c2c1nc1n2CCS1

Screen / compound no.	1	2	3	4	5	6
UBC13 inh	4	14	-3	0	3	2&6
SENP8 inh	-6	-1	2	4	4	6&-1
Jurkat NFkB inh	8	0	17	11	5	-6&-5
CCR6 antag	-8	3	8	1	16	-1&0
Gli-Sufu block	-13	-33	-22	-10	5	3&4
697 NFkB inh	19	28	8	14	1	5&-6
Apaf-1 inh	-3	5	-3	-1	17	-1&-12
EBI2 antag	-2	-11	1	-3	17	5&3

Results, from the start:
1	CCC(=O)NC(Nc1cccc(C)n1)(C(F)(F)F)C(F)(F)F
2	O=S(=O)(c1ccc(OCC(O)CNC23CC4CC(CC(C4)C2)C3)c(Cl)c1)N1CCOCC1 (stereo not drawn)
3	C=CCNC(=S)N/N=C/c1ccc(-c2cc(Cl)ccc2Cl)o1
4	O=C(O)c1ccccc1C(=O)c1ccc(Br)s1
5	O=C(Cn1[nH]c(=O)c2ccccc2c1=O)OCC(=O)N(Cc1ccccc1)Cc1ccccc1
6	Cn1c(=O)n(CC(=O)O)c(=O)c2c1nc1n2CCS1
7	CC(C)Cn1cnc2c1c(=O)n(CC(=O)NN)c(=O)n2Cc1ccccc1
8	CCOC(=O)c1c(NC(=O)C2CCN(S(=O)(=O)c3cccs3)CC2)sc(C)c1C
9	CC1S/C(=N/N=C/c2ccco2)N(Cc2ccc(F)cc2)C1=O (stereo not drawn)
10	O=C(NCCCO)C(=O)Nc1cc2c3c(c1)CCN3C(=O)CC2

Screen / compound no.	1	2	3	4	5	6	7	8	9	10
UBC13 inh	4	14	-3	0	3	2&6	5	-4	-2	-2
SENP8 inh	-6	-1	2	4	4	6&-1	3	2	-3	-11
Jurkat NFkB inh	8	0	17	11	5	-6&-5	-4	-1	12	1
CCR6 antag	-8	3	8	1	16	-1&0	12	15	5	2
Gli-Sufu block	-13	-33	-22	-10	5	3&4	-15	1	4	27
697 NFkB inh	19	28	8	14	1	5&-6	7	-11	-43	-7
Apaf-1 inh	-3	5	-3	-1	17	-1&-12	-2	15	-11	4
EBI2 antag	-2	-11	1	-3	17	5&3	6	2	4	2

11	C=CCNC(=O)c1ccccc1Cl
12	COc1ccccc1C(=O)Nc1ccc(C)c(S(=O)(=O)N2CCCCC2)c1
13	O=C1Nc2ccc(S(=O)(=O)N3CCCC3)c3ccc(S(=O)(=O)N4CCCC4)c1c23
14	Cc1n[nH]c(C)c1CCCCOc1ccccc1[N+](=O)[O-]
15	COc1ccc(NC(=O)CSc2nnc(NC(=O)CN3CCOCC3)s2)cc1
16	COc1ccc([C@H]2CC(=O)C=C(c3cc4ccccc4c4ccccc34)C2)cc1
17	CC(=O)N1CCC(N(CCN2CCOCC2)C(=S)Nc2c(C)cccc2C)CC1
18	CCC(C)(C)NC(=O)c1ccc(S(=O)(=O)N(C)c2ccccc2OC)cc1
19	COc1ccc(-c2cc(C(F)(F)F)nc(SCCC(=O)NCc3ccco3)n2)cc1
20	CC(Oc1ccccc1F)C(=O)NCCN1CCCCC1 (stereo not drawn)

Screen / compound no.	11	12	13	14	15	16	17	18	19	20
UBC13 inh	-5	-4	-7	4	-15	5	-8	-3	4	11
SENP8 inh	3	9	-1	-10	-3	1	0	-2	6	-1
Jurkat NFkB inh	14	-4	14	-17	-7	6	6	4	-3	5
CCR6 antag	-31	14	11	-5	3	8	5	29	16	6
Gli-Sufu block	-1	15	3	28	-7	5	-1	4	2	2
697 NFkB inh	21	-2	-14	-61	0	6	18	-9	15	15
Apaf-1 inh	-13	20	1	13	3	9	-1	19	-4	0
EBI2 antag	5	5	2	0	2	8	-8	1	.	0

21	O=C1[C@@H]2C(c3cccnc3)=NO[C@@H]2C(=O)N1c1ccc2ccccc2c1
22	CCC(C)c1ccccc1N1CC(C(=O)Nc2cc(S(=O)(=O)N3CCOCC3)ccc2OC)CC1=O (stereo not drawn)
23	CCN1CCN(C(=O)CCc2nnc3ccc(N4CCN(c5cccc(OC)c5)CC4)nn23)CC1
24	CN1C(=O)Cn2c1nc1ccccc12
25	CC(=O)c1ccc(NC(=O)CSc2nnc(Cn3c(=O)sc4ccccc43)n2C)cc1
26	COc1cc(OC)cc(C(=O)Nc2nnc(-c3cccnc3)o2)c1
27	CCN=C1SC(C(=O)NCCc2ccccc2)CC(=O)N1CC (stereo not drawn)
28	COc1cc(/C=C2\SC(=O)N(CC(=O)Nc3cccc(C)c3)C2=O)ccc1OC(C)C(=O)O (stereo not drawn)
29	Cc1nc2scc(-c3ccccc3)c2c(=O)n1N=C1C=CC(=O)C=C1
30	COc1cc(NC(=O)CN2C(=O)NC(C)(CC(C)C)C2=O)cc(OC)c1 (stereo not drawn)

Screen / compound no.	21	22	23	24	25	26	27	28	29	30
UBC13 inh	7	0	-11	4	8	-19	3	-12	-4	6
SENP8 inh	-1	3	5	4	-2	4	0	3	8	1
Jurkat NFkB inh	3	-7	-19	6	2	-32	2	9	14	-2
CCR6 antag	3	2	-14	-21	1	5	2	-6	99*	13
Gli-Sufu block	8	-10	-1	-5	2	1	-2	-7	20	3
697 NFkB inh	16	18	-47	6	0	12	-3	0	-9	9
Apaf-1 inh	-4	3	18	-9	0	-7	12	-11	20	-3
EBI2 antag	-2	-6	-8	-8	-6	6	5	5	.	-8

A different layout for three compounds above.
item	SMILES	UBC13 inh	SENP8 inh	Jurkat NFkB inh	CCR6 antag	Gli-Sufu block	697 NFkB inh	Apaf-1 inh	EBI2 antag
22	CCC(C)c1ccccc1N1CC(C(=O)Nc2cc(S(=O)(=O)N3CCOCC3)ccc2OC)CC1=O (stereo not drawn)	0	3	-7	2	-10	18	3	-6
23	CCN1CCN(C(=O)CCc2nnc3ccc(N4CCN(c5cccc(OC)c5)CC4)nn23)CC1	-11	5	-19	-14	-1	-47	18	-8
24	CN1C(=O)Cn2c1nc1ccccc12	4	4	6	-21	-5	6	-9	-8

(listing goes on)
31	CCSC1=NCCN1S(=O)(=O)c1ccc(NC(C)=O)cc1
32	O=C(/C=C/c1ccccc1)CC(=O)c1ccccc1O
33	O=C(NC1CCCCCC1)c1ccc(S(=O)(=O)NCc2ccco2)cc1
34	COc1ccc(NC(=O)CSc2nncn2N)c(OC)c1
35	CCC(=O)N(CCc1ccccc1C)Cc1cc2ccc(C)cc2[nH]c1=O
36	CCC(C)/C(C)=N/Nc1ccc(S(N)(=O)=O)cc1[N+](=O)[O-] (stereo not drawn)
37	O=C1c2cccc3cccc(c23)C(=O)N1CCCN(C(=O)c1cccs1)c1cccc(F)c1
38	CCN(CC)S(=O)(=O)c1ccc(N(C)CCc2ccc(OC)c(OC)c2)nc1
39	CC(=O)N(c1ccccc1)C(C)c1nc(C#N)c(C#N)nc1C (stereo not drawn)
40	CN(C)c1ncccc1-c1nc2ccccc2s1

Screen / compound no.	31	32	33	34	35	36	37	38	39	40
UBC13 inh	2	-3	10	-2	7	-55	39	3	-2	5
SENP8 inh	0	-24	2	1	13	1	-5	7	-2	-10
Jurkat NFkB inh	3	-44	6	-5	13	-10	8	1	3	-7
CCR6 antag	3	9	-8	0	9	16	34	-2	10	19
Gli-Sufu block	-4	-22	-7	2	7	10	6	-18	1	0
697 NFkB inh	20	-32	16	11	13	-25	-12	15	32	6
Apaf-1 inh	1	10	0	-8	-1	-1	21	-3	-4	4
EBI2 antag	-14	4	1	1	-1	-14	12	-1	-14	2

41	O=C(NS(=O)(=O)Nc1ccccn1)c1c[nH]c2ccccc12
42	COc1ccc(-c2csc3nc(C)nc(N4CCN(c5ccc(C(C)=O)cc5)CC4)c23)cc1OC
43	CCCC(NS(=O)(=O)c1ccc(C)cc1)C(=O)O (stereo not drawn)
44	CCN(CC)C(=O)Cn1cc(C(=O)C(=O)NCC2COc3ccccc3O2)c2ccccc21 (stereo not drawn)
45	COc1ccccc1NC(=O)COc1ccc(Br)cc1CNCCCN1CCOCC1
46	O=C(Nc1ccc(N2CCOCC2)c(Cl)c1)C1CCCCC1
47	O=C(/C=C/c1ccc(Cl)cc1Cl)NCCSCc1ccccc1
48	CCCCCn1c(=O)[nH]c2cc(C(=O)NCCCN3CCCCC3C)ccc2c1=O (stereo not drawn)
49	O=S(=O)(NC1=NCCCCCC1)c1cccs1
50	COc1ccccc1NC(=O)COC(=O)c1cnc(C)cn1

Screen / compound no.	41	42	43	44	45	46	47	48	49	50
UBC13 inh	-6	17	3	19	-7	-6	0	13	-7	6
SENP8 inh	10	2	4	1	-5	-14	-7	1	-7	1
Jurkat NFkB inh	7	-17	9	3	1	-39	-4	-4	-12	4
CCR6 antag	7	6	-10	5	-13	11	9	14	-23	4
Gli-Sufu block	0	7	-3	9	19	-23	-24	-3	-7	-23
697 NFkB inh	-16	13	10	7	11	-7	2	-1	-47	12
Apaf-1 inh	6	10	0	1	9	5	19	-4	-24	-3
EBI2 antag	-1	20	-1	11	-2	-1	28	-7	-8	-4

51	CCOc1ncccc1C(=O)OCC(=O)Nc1ccc(S(=O)(=O)N2CCCC2)cc1
52	O=C(Nc1ccc(-n2cnnn2)cc1)c1cn2ccccc2n1
53	COc1ccc(C(=O)NNC(=O)CCC(=O)NNC(=O)c2ccc(OC)cc2)cc1
54	Cn1c(SCC(=O)NC(=O)NCc2ccccc2)nnc1C(F)(F)F
55	COC(=O)C1(CC2CC(c3ccc(Cl)cc3)=NO2)CCN(C(=O)OC(C)(C)C)CC1 (stereo not drawn)
56	CCOC(=O)C(=Cc1ccc(-c2ccsc2C(=O)OC)o1)C(=O)OCC
57	CCCCNC(=O)c1ccc(NC(C)=O)c(Cl)c1
58	COc1cccc(C(=O)N2CCC(O)(c3cccnc3)CC2)c1
59	Cc1cc(N2CCCC2)ccc1NC(=O)CN1C(=O)NC(C)(c2ccccc2)C1=O (stereo not drawn)
60	CC1=CN2C(=NC(=O)CC2(C)C(=O)N(CC(=O)NC2CCCC2)c2ccccc2C)C=C1 (stereo not drawn)

Screen / compound no.	51	52	53	54	55	56	57	58	59	60
UBC13 inh	7	1	3	-2	11	14	-4	-2	-2	10
SENP8 inh	5	-5	5	-5	-8	1	-13	-2	-17	3
Jurkat NFkB inh	2	-59	13	6	4	-8	-13	8	-13	5
CCR6 antag	11	-1	19	-4	15	5	-2	4	0	-8
Gli-Sufu block	-7	-63	-16	8	3	5	-2	1	2	3
697 NFkB inh	15	-24	6	8	12	-15	1	24	-2	15
Apaf-1 inh	4	-13	10	-4	25	13	6	-9	10	5
EBI2 antag	-6	-1	3	-17	6	18	-1	-9	-6	-5

61	CCCn1ncc(CN2CCC(C(=O)Nc3cccc(-c4cccc(F)c4)c3)CC2)c1C
62	Cc1cccc(N2CCN(C(=O)CCCn3c(=S)[nH]c4cc5c(cc4c3=O)OCO5)CC2)c1C
63	CCn1c(SCC(=O)Nc2ccc(OC)c(OC)c2)nc2c(c1=O)SCC2
64	O=C(O)c1ccc(NC(=O)c2cn(-c3ccccc3)nc2-c2ccc(Cl)cc2)cc1

Screen / compound no.	61	62	63	64
UBC13 inh	16	-4	-5	-20
SENP8 inh	-3	-9	5	8
Jurkat NFkB inh	10	0	-6	-18
CCR6 antag	12	16	13	13
Gli-Sufu block	34	10	4	-21
697 NFkB inh	-15	-38	-16	-4
Apaf-1 inh	22	15	-5	7
EBI2 antag	-9	-1	-1	-6

Screens deposited in PubChem by Sanford-Burnham Center for Chemical Genomics.

Not all compounds are listed; rates above refer to the full screens.
